Pemphigus Ab inh – blocks pemphigus antibody binding to human desmoglein-3. 310,000 tested, 0.48% active. DSG3-coupled beads, scFv-anti-DSG3-GFP binding, flow cytometry; stronger effect = lower value. P32926. binding (percent of control), % at 10 µM;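 active means binding more than 3 SD below its plate's average and above zero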;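 further: hits lower antibody fragment binding to DSG3; some compounds called inactive have numbers as strong as hits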
OPRM1-OPRD1 inv – inverse agonists of human mu-delta opioid receptor heterodimerization; inhibition, % at 9.3 µM; 340,000 tested, 0.21% active; AID 504357; P35372+P41143; cell-based MOR-DOR heterodimer luminescence, inverse agonism; in the data active means inhibition above about 22%, passing the limit was not always enough;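 further: 0% = cells with DMSO and 100% = wells without cells with DMSO; values of inactives mirror those of a sister screen read the other way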
MOR-DOR ag – OPRM1-OPRD1 heterodimerization agonism; P35372+P41143; cells, luminescence; activation, % at 9.3 µM; 340,000 tested, 0.3% active; AID 504326; in the data active means activation above about 18%;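 further: 0% = vehicle-treated cells and 100% = reference agonist; values of inactives mirror those of a sister screen read the other way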
HTR5A inv ag – inverse agonist of human HTR5A in OPRM1-OPRD1 counter-screen; HTR5A cell line, luminescence, inverse agonism; inhibition, % at 9.3 µM; 340,000 tested, 0.083% active; AID 504634; in the data active means inhibition mostly above about 23%, no sharp cut-off; inactive means mostly below about 18%;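 further: 0% = cells with DMSO and 100% = no-cell wells with DMSO; some compounds called inactive have numbers as strong as hits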
Target sequence (P47898 whole entry, looked up): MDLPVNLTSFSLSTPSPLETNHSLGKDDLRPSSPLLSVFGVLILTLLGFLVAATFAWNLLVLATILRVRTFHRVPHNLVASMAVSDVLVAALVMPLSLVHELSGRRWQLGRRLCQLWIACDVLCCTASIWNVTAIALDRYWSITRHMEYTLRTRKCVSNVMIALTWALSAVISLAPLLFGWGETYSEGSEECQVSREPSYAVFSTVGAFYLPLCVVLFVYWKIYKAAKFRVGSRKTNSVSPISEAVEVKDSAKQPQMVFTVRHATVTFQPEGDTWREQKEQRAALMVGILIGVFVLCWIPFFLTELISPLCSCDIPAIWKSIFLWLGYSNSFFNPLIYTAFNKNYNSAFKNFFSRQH
DAGLB inh – blocks human DAGLB lipase activity | HEK293T DAGLB membrane lysate, EnzChek fluorogenic substrate | inhibition, % at 5.17 µM | 340,000 tested, 0.059% active; in the data active means inhibition above about 34%;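 further: 0% = enzyme with vehicle and 100% = wells lacking enzyme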
Target sequence (Q8NCG7 whole entry, looked up): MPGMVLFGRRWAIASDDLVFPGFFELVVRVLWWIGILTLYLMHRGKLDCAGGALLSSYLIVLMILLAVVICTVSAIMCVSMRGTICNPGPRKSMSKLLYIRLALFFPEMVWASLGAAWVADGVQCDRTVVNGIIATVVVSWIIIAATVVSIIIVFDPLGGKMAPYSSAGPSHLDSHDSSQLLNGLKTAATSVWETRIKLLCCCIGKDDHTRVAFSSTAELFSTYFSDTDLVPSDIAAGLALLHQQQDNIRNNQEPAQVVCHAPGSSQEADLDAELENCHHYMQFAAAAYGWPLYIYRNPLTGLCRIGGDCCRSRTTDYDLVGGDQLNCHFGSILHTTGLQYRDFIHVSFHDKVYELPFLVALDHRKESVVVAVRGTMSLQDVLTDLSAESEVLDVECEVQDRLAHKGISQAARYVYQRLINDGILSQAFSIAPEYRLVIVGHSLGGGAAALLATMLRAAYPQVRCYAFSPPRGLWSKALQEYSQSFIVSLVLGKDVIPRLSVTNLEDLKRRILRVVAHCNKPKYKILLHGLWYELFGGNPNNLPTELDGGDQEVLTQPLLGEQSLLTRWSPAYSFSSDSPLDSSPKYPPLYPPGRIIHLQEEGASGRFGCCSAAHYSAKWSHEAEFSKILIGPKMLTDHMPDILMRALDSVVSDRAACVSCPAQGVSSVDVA
Arr AP2 block – human beta-arrestin and AP2 interaction inhibition. 340,000 tested, 0.31% active. inhibition, % at 10 µM. FITC-arrestin peptide / GST-AP2 beads, flow cytometry; AP2 beta2 appendage carries R879A mutation. AID 504490;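 active means inhibition above a set limit, near 3 SD of compounds lacking own fluorescence, cut at about 54% in these data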;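 further: plate controls were DMSO wells for no effect and 5 µM unlabelled arrestin peptide for full effect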
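Material – AP2 appendage R879A on GSH beads · Buffer or medium – PBS with 0.05% Tween 20 and 0.1% BSA · Probe or stimulus – fluorescein-tagged arrestin peptide at 50 nM final · Incubation – compound with beads 12 min RT, then probe 1 h RT · Detection – high-throughput flow cytometry of beads, ex 488, em 535 nm · Evaluation – percent response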
PKA-R1A activ – PKA-R1A complex activation. P00514+P68181. PKA-R1A dissociation, Cy5-IP20 fluorescence polarization; scaled: DMSO 0%, 113 µM cGMP 100%. activation, % at 11.4 µM. 340,000 tested, 0.083% active. AID 504707;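 active means percent activation above the mean of all tested compounds plus 3 SD, cut at about 19% in these data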;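 further: higher means more PKAc released from R1A so a rise in polarization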
HTR5A ag – HTR5A agonism, opioid heterodimer counter-screen; P47898; HTR5A agonist assay, luminescence, cell-based; activation, % at 9.3 µM; 340,000 tested, 0.61% active; in the data active means activation mostly above about 9.5%, no sharp cut-off; inactive means mostly below about 7.6%;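 further: 0% = cells with vehicle only and 100% = reference agonist; strong numbers were not always called active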
PKA-R2B activ – PKA-R2B complex activation. P22694+P31323. PKA-R2B holoenzyme dissociation, Cy5-IP20 fluorescence polarization; R2B truncated from residue 108, S112A mutant; 0% DMSO only, 100% 113 µM cGMP. activation, % at 11.4 µM. 340,000 tested, 0.079% active;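 active means activation above a cutoff set at the mean over all compounds plus 3 SD, cut at about 18% in these data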;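 further: higher means more holoenzyme dissociation and a rise in polarization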
V-ATPase pH – regulators of yeast V-ATPase proton transport; S. cerevisiae, pHLuorin cytosolic pH fluorescence; response, % at 10 µM; 350,000 tested, 0.37% active; AID 504577; in the data active means response mostly above about 7.3%, no sharp cut-off; inactive means mostly below about 5.4%; further: actives read high; inactives centre near 0; some compounds called inactive have numbers as strong as hits; reference of the scale not given here
* = called active by the depositor; · = no result given.

Second line of a record – Pemphigus Ab inh, OPRM1-OPRD1 inv, MOR-DOR ag, HTR5A inv ag, DAGLB inh, Arr AP2 block, PKA-R1A activ, HTR5A ag, PKA-R2B activ, V-ATPase pH
- Cc1c(Cl)cccc1NC(=S)N1CCCN(Cc2ccc(F)cc2)C1
 : 90, -30, 5.7, -12, 1, 2, -2, 3, -11, 2
- Cc1cc(C)c2nc(NC(=O)c3ccc(OCC4CCCO4)cc3)sc2c1 (configuration not stated)
 : 104, 3, -0.4, 3, -1, -3, 2, 1, 4, -3
- O=C(NCCN1CCOCC1)C(=O)NCC1OCCN1S(=O)(=O)c1ccc(F)cc1 (configuration not stated)
 : 100, 15, -2.1, -4, -1, -10, -6, 2, 10, 5
- Cc1cc([N+](=O)[O-])cc(/C=N/n2c(C)nc3ccccc3c2=O)c1O
 : 97, 13, -2.5, 20, 6, -11, 2, -1, -4, 0
- COC(=O)c1cnn(C(=O)c2cc(OC)ccc2Br)c1N
 : 103, 2, -0.4, -7, 1, -4, -4, 5, 3, 2
- CSc1nc(N)nc(SCC(=O)C23CC4CC(CC(C4)C2)C3)c1C#N
 : 101, -47, 8.8, -34, -6, -6, -1, 12*, -4, 2
- CCOc1ccccc1N(C(=O)Cn1nnnc1-c1ccc(C)o1)C(CC)C(=O)NC(C)(C)C (configuration not stated)
 : 98, 15, -2.5, -2, -4, 21, -7, 0, -4, -2
- O=C(O)C(Cc1c[nH]c2ccccc12)NS(=O)(=O)c1cccc2nsnc12 (configuration not stated)
 : 96, 7, -1.3, 7, -1, -3, 4, 4, -10, 2
- O=C(CSc1ncccc1C(=O)O)c1cccc(C(F)(F)F)c1
 : 102, 10, -2.0, 3, 3, -11, -5, -1, 2, -2
- Cc1c(CN2CCCC(C)C2)c(O)n(CCO)c(=O)c1C#N (configuration not stated)
 : 100, 13, -2.8, 5, 0, 4, -3, -2, -5, -1
- CC1Cc2ccccc2N1CC(=O)NC(=O)NC(C)(C)C (configuration not stated)
 : 117, -3, 0.5, 4, -2, 23, -2, -2, 0, -6
- COc1ccc(C(=O)NCCCNC(=O)c2cccnc2)cc1Br
 : 108, 10, -2.4, -1, -1, -1, -2, 0, 6, -2
- COc1ccccc1-n1cnc2cc(C(=O)NCC3CCCO3)ccc21 (configuration not stated)
 : 103, 4, -0.9, 2, -1, 4, -3, 1, -3, 1
- COc1ccc(CNC(=O)C[C@H]2C[C@H](C(=O)N3CCOCC3)[C@@]3(CCC4CCCC4)c4[nH]c5ccc(Cl)cc5c4CCN3C2=O)cc1OC
 : 105, 13, -2.6, 3, 2, 10, -3, -1, -4, -1
- COc1cccc(OC)c1C(=O)Nc1ccc2c3c(cccc13)CC2
 : 106, 15, -2.6, -8, -1, 14, 1, 4, -4, -1
- CC(=O)Nc1sc(N/N=C\c2cccc(Cl)c2)nc1-c1cccs1
 : 99, -22, 3.3, 9, 3, 8, -14, -2, 0, -1
- COc1ccc(-c2c(=O)n(OCc3ccccc3[N+](=O)[O-])c3ccccc3[n+]2[O-])c(OC)c1
 : 104, 8, -1.6, -10, 1, 16, 0, -2, 4, 0
- CCc1cc2c(SCC(=O)c3ccc(C)cc3)ncnc2s1
 : 85, -4, 0.7, -13, -2, 0, -6, 0, -8, 0
- COc1ccc(C2c3c(ncn(CCCN4CCOCC4)c3=N)Oc3ccc4ccccc4c32)cc1OC (configuration not stated)
 : ·, 14, -2.9, 7, 4, 14, -8, -3, 0, -3
- CC(O)Cc1nsc(NC(=O)c2cccs2)n1 (configuration not stated)
 : 100, 11, -2.1, -18, 1, 17, -2, 7, -16, -5
- Cc1ccc(C(=O)NCCNC(=O)COc2ccccc2Cl)cn1
 : 109, -21, 2.6, -21, 0, 7, 3, 3, -2, -3
- Cc1cc(S(=O)(=O)n2cnc3ccccc32)c(C)cc1Cl
 : 117, 4, -0.9, -14, -2, 4, -8, 5, -5, 2
- Cc1[nH]c2ccc(-c3nnc(SCC(=O)c4ccccc4F)o3)cc2c1C
 : 97, -12, 2.2, -3, 3, -11, -7, 12*, 4, 2
- O=C(O)CCC(=O)Nc1ccccc1Oc1ccccc1
 : 98, 4, -0.7, 2, 0, -6, 0, -1, -1, 1
- CCNC(=O)C(=O)NCC1OCCCN1S(=O)(=O)c1ccc(F)cc1C (configuration not stated)
 : ·, 9, -1.7, -24, -3, 22, -14, -1, -9, -6
- CCCC(=O)Oc1ccc(C2NC(=O)c3ccccc3O2)cc1OC (configuration not stated)
 : 112, 9, -1.7, 3, -2, 0, -13, 4, -5, 3
- Cc1cc(NC(=O)/C=C/C(=O)N(CC(=O)NC2CCCC2)c2ccc(F)cc2)no1
 : 104, -13, 2.6, 8, -1, 3, -12, 5, -9, 1
- Cc1ccc2nc(-c3ccc(NC(=S)NC4CC(C)(C)NC(C)(C)C4)cc3)sc2c1
 : 106, -19, 3.8, -5, 1, 22, 4, 8, 3, 1
- CC(=O)Nc1ccc(SCC(=O)N2CCN(S(=O)(=O)c3ccccc3)CC2)cc1
 : 95, 6, -1.1, 9, -2, 45, -4, -4, 5, 2
- Cc1ccc(OCCOCCNC(C)(C)C)c([N+](=O)[O-])c1
 : 98, 19, -3.5, 16, 1, 1, -6, -6, 7, 5
- O=C(NCCn1cc(SCc2ccccc2)c2ccccc21)c1ccccc1F
 : 96, -19, 3.3, -15, -4, 12, -5, 5, -1, 1
- CCOC(=O)N1CCN(C(=O)c2ccc(SC)cc2OC)CC1
 : 100, 7, -1.4, -8, 2, 20, -2, 0, 1, 1
- O=C(CC1C(=O)NCCN1Cc1ccc(Cl)c(F)c1)NC1CCC1 (configuration not stated)
 : 102, 6, -1.2, 6, 2, 35, 3, -2, 1, -1
- O=C(/C=C/c1ccc2c(c1)OCCCO2)c1ccc2ccccc2c1O
 : 105, 9, -1.7, -3, 9, 6, 2, 1, 5, 2
- COC(=O)/C=C1\S/C(=N/NC(=O)c2ccc(OC)cc2)NC1=O
 : 96, -1, 0.2, -1, 1, 3, -7, 0, 5, 0
- CCOC(=O)C1CCN(C(=O)COC(=O)Cc2ccc(Cl)cc2)CC1
 : 105, 2, -0.3, -1, -1, -1, 10, 0, 3, 0
- O=C(c1ccccc1)N1CCN(C(=O)c2cccnc2)CC1
 : 99, -1, 0.3, -25, -3, 1, -4, 7, 5, 3
- CCN(C(=O)c1cccs1)c1nnc(-c2ccncc2)s1
 : 96, -6, 1.1, -1, 0, 10, 9, 1, -1, 20
- CSc1nc2c(c(-c3ccc(O)cc3)c1C#N)CCC2
 : 102, -33, 6.1, -3, -5, 9, -4, 1, 0, -1
- N#Cc1c(N)nc2c(c1-c1cccs1)CCCC2
 : 98, -5, 0.7, -3, -3, 4, 10, 1, -2, 1
- CC(C)(C)n1nnnc1C(c1cccnc1)N1CCN(c2ccccc2)CC1 (configuration not stated)
 : 109, 16, -2.9, 17, 1, 7, 14, -1, 12, 4
- CN1/C(=C\C(=O)C(F)F)C(C)(C)c2ccccc21
 : 105, 16, -3.0, -1, -2, -6, -1, 0, 3, -1
- COc1ccc(-c2n[nH]c(=S)n2-c2ccc(Br)cc2)cc1OC
 : 137, -4, 0.7, -9, 0, -4, 8, 3, 6, 1
- COc1nc(SC)nc(Cl)c1Cc1ccc(OC(C)C)cc1
 : 106, -4, 0.8, 0, -12, ·, -13, 0, 0, -1
- Cc1nn(CCOc2ccccc2)c(=O)n1-c1ccccc1
 : 103, 20, -4.3, 1, -1, 8, -5, -1, -3, -2
- COc1cc(/C=C/C(=O)O)cc(S(=O)(=O)NCCCO)c1OC
 : 118, 12, -2.5, -8, -1, 5, -8, 3, 2, -3
- O=[N+]([O-])c1ccc(C[n+]2cccc3c4ccccc4ccc32)cc1
 : 136, 2, -0.3, -18, 3, 0, 7, 6, 0, 3
- CCOc1ccc(S(=O)(=O)NCC(=O)OCc2nnc(-c3ccccc3)o2)cc1
 : 113, -3, 0.8, -8, 0, -10, -9, 3, -7, -4
- CCc1ccccc1NC(=O)Nc1cccn(Cc2ccc(F)cc2)c1=O
 : 101, 5, -0.9, -15, 2, 58*, 7, -5, 3, 6
- Cc1n[nH]c(C)c1CCc1nc2c3ccccc3nc(SCC(=O)Nc3ccccc3F)n2n1
 : 103, -83, 15, 1, -1, 3, 6, -5, -5, 1
- O=S(=O)(c1ccc(N2CCN(Cc3ccccc3)CC2)nc1)N1CCCC1
 : 101, 6, -1.4, 14, -3, 5, 12, 0, -2, -3
- CCOc1ccc(C(O)c2nccn2Cc2ccccc2)cc1 (configuration not stated)
 : 102, 12, -2.0, -6, 4, 2, -6, 2, -1, 0
- O=C1Cc2cc(S(=O)(=O)NCc3ccccc3Cl)cc3c2N1CCC3
 : ·, 9, -1.6, 0, 2, 6, 0, 0, 3, 8
- COc1ccc(N(CC(=O)NC(C)(C)C)S(=O)(=O)c2ccccc2)cc1OC
 : 98, -5, 0.9, 1, 3, 9, -9, 0, 8, -5
- CCCCn1c(CN2CCOCC2)nc2c1c(=O)n(C)c(=O)n2C
 : 101, -2, 0.4, 13, -1, -11, -9, 7, -13, -3
- Clc1ccc(-n2nnc(-c3cccnc3)n2)cc1Cl
 : 103, -12, 2.2, -10, -5, 12, 2, 1, -11, 1

In the list so far, 10 have a Cl atom.
Second line of a record – Pemphigus Ab inh, OPRM1-OPRD1 inv, MOR-DOR ag, HTR5A inv ag, DAGLB inh, Arr AP2 block, PKA-R1A activ, HTR5A ag, PKA-R2B activ, V-ATPase pH
- Cc1c(Cl)cccc1NC(=S)N1CCCN(Cc2ccc(F)cc2)C1
 : 90, -30, 5.7, -12, 1, 2, -2, 3, -11, 2
- COc1ccc(CNC(=O)C[C@H]2C[C@H](C(=O)N3CCOCC3)[C@@]3(CCC4CCCC4)c4[nH]c5ccc(Cl)cc5c4CCN3C2=O)cc1OC
 : 105, 13, -2.6, 3, 2, 10, -3, -1, -4, -1
- CC(=O)Nc1sc(N/N=C\c2cccc(Cl)c2)nc1-c1cccs1
 : 99, -22, 3.3, 9, 3, 8, -14, -2, 0, -1
- Cc1ccc(C(=O)NCCNC(=O)COc2ccccc2Cl)cn1
 : 109, -21, 2.6, -21, 0, 7, 3, 3, -2, -3
- Cc1cc(S(=O)(=O)n2cnc3ccccc32)c(C)cc1Cl
 : 117, 4, -0.9, -14, -2, 4, -8, 5, -5, 2
- O=C(CC1C(=O)NCCN1Cc1ccc(Cl)c(F)c1)NC1CCC1 (configuration not stated)
 : 102, 6, -1.2, 6, 2, 35, 3, -2, 1, -1
- CCOC(=O)C1CCN(C(=O)COC(=O)Cc2ccc(Cl)cc2)CC1
 : 105, 2, -0.3, -1, -1, -1, 10, 0, 3, 0
- COc1nc(SC)nc(Cl)c1Cc1ccc(OC(C)C)cc1
 : 106, -4, 0.8, 0, -12, ·, -13, 0, 0, -1
- O=C1Cc2cc(S(=O)(=O)NCc3ccccc3Cl)cc3c2N1CCC3
 : ·, 9, -1.6, 0, 2, 6, 0, 0, 3, 8
- Clc1ccc(-n2nnc(-c3cccnc3)n2)cc1Cl
 : 103, -12, 2.2, -10, -5, 12, 2, 1, -11, 1

Assay outcomes (PubChem)
